FUS yeast rescue = FUS proteinopathy suppression in yeast. Potency, µM (doses to about 76.6 µM), for inactives: at the top dose growth rescue (activation), most hits filed as activators. 0.24% of 390,000 active. S. cerevisiae FUS-expressing, growth rescue, OD600, 24 h;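 further: potency means the concentration at half of the fitted maximal effect; plate controls were DMSO vehicle for no effect and reference control for full effect; nearly all actives have a fitted effect of over 55% in size; some results filed as inactive show a strong effect at the top dose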
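Steps: raffinose overnight preculture; dilution to OD 0.005 in 2% galactose minimal medium; compound addition (concentration series); 24hr at 30C, 99% humidity; absorbance read at 600 nm.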
D3 ag = activates the human D3 dopamine receptor; D3R DiscoveRx beta-arrestin cells, luminescence, 90 min; P35462; AID 652048; max activation, %; 0.58% of 410,000 active; in the data active means max activation above about 30%; further: 0% is about no effect; mostly tested at two doses, the higher about 12 µM
Target sequence (P35462 whole entry, looked up): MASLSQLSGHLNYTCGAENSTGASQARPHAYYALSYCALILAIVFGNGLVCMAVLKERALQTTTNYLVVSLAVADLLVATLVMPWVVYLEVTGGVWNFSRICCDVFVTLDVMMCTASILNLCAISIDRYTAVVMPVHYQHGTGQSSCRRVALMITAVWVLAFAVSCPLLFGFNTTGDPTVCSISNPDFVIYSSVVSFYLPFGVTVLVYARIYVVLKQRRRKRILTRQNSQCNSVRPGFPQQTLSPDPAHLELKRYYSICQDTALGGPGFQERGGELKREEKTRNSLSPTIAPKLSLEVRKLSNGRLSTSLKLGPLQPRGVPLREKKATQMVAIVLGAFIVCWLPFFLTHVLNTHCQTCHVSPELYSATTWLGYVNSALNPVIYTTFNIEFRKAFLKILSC
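Agonist-mode cell screen: cells plated at 1500/well and incubated overnight at 37 °C, then exposed to library compounds for 90 min at 37 °C. Detection reagent was added for 30–60 min at room temperature, and luminescence was read.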
TDP43 rescue = inhibitors of TDP-43 toxicity in yeast. TDP-43 expressing yeast growth rescue, BacTiter-Glo, 24 h. Potency, µM (doses to about 46.1 µM), for the others: at the top dose growth rescue (activation), actives largely listed as activators. 1.8% of 410,000 active. AID 652104; further: potency means the concentration at half of the fitted maximal effect; % of control where 0% means no effect; nearly all actives have a fitted effect of over 50% in size
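In this qHTS, compounds that restore growth of yeast expressing TDP-43 appear as activators. Cells (OD600=0.02, galactose medium, raffinose-pregrown) are incubated with compound 24 hr at 30 deg C and growth is quantified by BacTiter-Glo.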
Abeta yeast res = compounds reversing amyloid beta toxicity in yeast; yeast expressing A-beta42, growth rescue, OD600, 48 h; response scale: 0% DMSO, 100% iron-clioquinol control; Potency, µM (titrated, usually from 46.1 µM), for the others: top-dose growth rescue, most hits filed as activators; 0.063% of 410,000 active; AID 1347071; further: potency means the concentration at half of the fitted maximal effect; nearly all actives have a fitted effect of over 55% in size
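Yeast growth medium received pinned compounds, then yeast cells expressing toxic A-beta were added; plates incubated at 30 C for 48 hr. Growth read as absorbance at 600 nm, normalized to DMSO and equimolar FeCl3 plus clioquinol controls.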
aSyn rescue = inhibitors of alpha-synuclein toxicity in yeast | AID 652106 | 0.14% of 370,000 active | Yeast expressing alpha-synuclein, growth rescue, BacTiter-Glo, 24 h | Potency, µM (highest dose often 46.1 µM), for the others: at the top dose growth rescue (activation), usual class: activators; further: potency means the concentration at half of the fitted maximal effect; % of control where 0% means no effect; nearly all actives have a fitted effect of over 65% in size
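Rescue of yeast growth: cells expressing toxic alpha-synuclein, induced in galactose at OD600 0.02, incubated with compound 24 h at 30 C. ATP luminescence quantified growth; inhibitors of toxicity appear as activators.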
EPAC2 antag = antagonists of human EPAC2. Q8WZA2. EPAC2 GEF exchange of Rap1B-BODIPY-GDP, fluorescence. Potency, µM (titrated, usually from 114 µM), for the others: at the highest dose activity, negative = inhibition, hits mostly inhibitors. 0.18% of 360,000 active. AID 720708; further: potency means the concentration at half of the fitted maximal effect; on the % scale 0 is the no-effect control and ±100 the full control effect; nearly all actives have a fitted effect of over 45% in size; many of its hits are not listed in these tables
EPAC2 agonist = EPAC2 (human) agonism; Q8WZA2; EPAC2 activation, biochemical qHTS; response scale: 100% = 6.5 mM cAMP response; Potency, µM (series often up to 154 µM), for the others: at the highest dose activation, usual class: activators; 0.079% of 360,000 active; AID 720711; further: potency means the concentration at half of the fitted maximal effect; nearly all actives have a fitted effect of over 50% in size
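In this primary screen, activation is scored as increased exchange of BODIPY-GDP from Rap1B by 100 nM EPAC2, with 50 uM GDP as competitor. Signal is normalized to the 6.5 mM cAMP agonist control.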
D3 antag = antagonists of human D3 dopamine receptor; P35462; D3R cells, DiscoveRx beta-arrestin luminescence, antagonist mode; active compounds read low; max response, negative = inhibition, %; 2.5% of 360,000 active; AID 652054; in the data active means max response below about -50%; inconclusive means no clear call, values can overlap the other calls; further: on the % scale 0 is the no-effect control and ±100 the full control effect; mostly tested at two doses, the higher about 12 µM
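Cells expressing the human receptor were seeded at 1500 cells/well, incubated overnight at 37 degrees C in 5% CO2, then exposed to library compounds with dopamine controls for 90 minutes at 37 degrees C before luminescent detection.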
* marks the source's active call; other numbers are inactive results; ? = inconclusive; . = no result given; [ ] = dose if it differs, or a comment. Unless noted, the call rests on the fitted dose curve; in most records, active means well fitted curve in the direction sought with a large enough effect; inconclusive means small, poorly fitted or top-dose-only effect, or another doubt; inactive means no such curve, though single readings can be large; an effect the other way counts as inactive or inconclusive.

SMILES | FUS yeast rescue | D3 ag | TDP43 rescue | Abeta yeast res | aSyn rescue | EPAC2 antag | EPAC2 agonist | D3 antag
Cc1c(NC(=O)c2c(F)c(F)c(F)c(F)c2F)c(=O)n(-c2ccccc2)n1C | -4% | 4 | 11% | 8% | 2% | 8% | 2% | 32
COc1ccc(N2CCN(S(=O)(=O)c3ccc(CC(C)C)cc3)CC2)cc1 | -3% | 3 | 0% | 2% | . | . | . | .
CC(C)C(=O)NNc1nc2ccccc2s1 | -1% | -5 | -6% | -10% | -6% | 4% | 7% | 13
CCCCOc1ccc(C(=O)NCC(=O)N(C)CC(=O)Nc2ccc(N3CCOCC3)cc2)cc1 | 26% | 1 | -4% | -1% | 6% | 23% | -4% | 17
COc1ccc(NC(=O)/C(C#N)=C/c2ccc(Br)o2)cc1 | 30% | 2 | -18% | 0% | -9% | 10% | -6% | 25
O=C(Nc1c(-c2ccc3c(c2)OCO3)[nH][nH]c1=O)c1ccc2c(c1)OCO2 | 13% | -8 | 19% | -12% | -9% | 0% | 8% | -78*
Cc1[nH]c2ccccc2c1C(=O)CN1CCCCC1C (stereo unspecified) | 9% | -3 | -18% | 0% | -6% | 10% | 12% | -5
O=C1C2CC=C(Cl)CC2C(=O)N1CC1Cc2ccccc2CO1 (stereo unspecified) | 5% | 0 | 27% | 9% | 1% | 13% | 13% | -1
CCOc1ccc(NC(=S)NCC(c2cccnc2)N2CCOCC2)cc1 (stereo unspecified) | 8% | 2 | 5% | 0% | 4% | 11% | 5% | 2
COc1ccc(NC(=O)c2cc(-c3cc(F)ccc3OC)n[nH]2)cn1 | 21% | -14 | 20µM* | 1% | -23% | 5% | 3% | -10
CC(C)(C)OC(=O)N[C@H](C(=O)OC(C)(C)C)c1ccc(Br)cc1 | 6% | -25 | -4% | 5% | 9% | -19% | -5% | 17
CC(C)CNC(=O)CC1Nc2ccccc2NC1=O (stereo unspecified) | -6% | -3 | 1% | 18% | 2% | -2% | 4% | 0
CCOC(=O)c1sc(NC(=S)NC(=O)C2CCCC2)cc1C | 6% | 9 | 10% | -14% | 1% | 2% | -5% | 7
CCOc1ccccc1C1C(C(N)=O)=C(C)Nc2nc(CCCO)nn21 (stereo unspecified) | -3% | -6 | -10% | -11% | 9% | 16% | 14% | 11
O=C(CNC(=O)Cc1ccccc1)NCC(=O)OCC(=O)c1ccc(Cl)cc1 | . | -1 | 16% | -5% | -14% | -9% | -1% | -2
CCOC(=O)c1[nH]c2c(c1Cc1ccccc1C)C(=O)CC(c1cc(OC)ccc1OC)C2 (stereo unspecified) | 3% | -5 | 6% | -9% | . | . | . | .
COc1ccc2sc(SCCCS(=O)(=O)O)[n+](CCCS(=O)(=O)[O-])c2c1 | . | -18 | -9% | -6% | -7% | -10% | 23% | -1
COc1cc(-n2c(C)nc3cccnc32)c(Cl)cc1C(=O)O | -14% | 18 | 8% | 9% | 6% | 5% | -3% | 11
COc1ccc(Nc2oc(-c3ccc(COc4ccccc4C)o3)nc2C#N)cc1 | 29% | 11 | 14% | 6% | . | . | . | .
CCO[C@H]1OC(C(=O)NC2CC2)=C[C@@H](c2ccc(Br)cc2)[C@@H]1CCCO | 8% | -35 | -7% | 0% | -4% | 10% | 2% | ?
CCOC(=O)c1ccc(NC(=O)C2(c3ccc(OC)cc3)CCOCC2)cc1 | 12% | 2 | 11% | 1% | 9% | -4% | -2% | 0
CC1(C)NC(=O)N(CC(O)CN2CCCC2)C1=O (stereo unspecified) | 13% | 2 | 2% | 15% | 2% | -1% | 3% | 27
CNC(=O)c1ccsc1NC(=O)c1ccc(S(=O)(=O)N2CCOCC2)cc1 | 18% | 6 | 0% | 9% | 2% | -2% | -3% | 10
Nc1cc(C(=O)c2ccccc2)ccc1[N+](=O)[O-] | -12% | -5 | 8.9µM* | -7% | 0% | -14% | 4% | -8
CC[n+]1c(C)cc2c(sc3ccccc32)c1C | -7% | -3 | 6% | -11% | 5% | -4% | 9% | -7
CC1CCCN(CCSc2ccc(Cl)cc2)C1 (stereo unspecified) | . | -13 | -10% | 19% | -7% | -11% | -3% | ?
COc1ccc(-c2noc(CSc3nnc(C)n3-c3ccc(C)cc3)n2)cc1 | 17% | 3 | 1% | -30%[inhibitor] | . | . | . | .
Cc1cccc(OCCNC(=O)CCNS(=O)(=O)c2ccc3ccccc3c2)c1 | . | 7 | 20% | ? | 13% | -4% | -1% | 5
N#Cc1c(-c2ccco2)cc(-c2ccccn2)nc1N | -12% | -3 | ? | -8%[9.22 µM] | 0% | 3% | 9% | ?
COc1cccc(NC2SC(=O)N(c3ccccc3)C2=O)c1 (stereo unspecified) | 22% | 2 | 4% | 1% | 3% | -16% | 1% | -1
O=C(Cc1ccccc1)NNc1c2ccccc2nc2ccccc12 | 12% | -12 | -16%[9.22 µM] | -6% | -3% | 0% | 1% | -6
Nn1c(SC/C=C/c2ccccc2)nnc1-c1ccccn1 | 19% | -11 | -32%[inhibitor] | -1% | 8% | 4% | 10% | 19
O=C(NC(=S)Nc1cccc2ncccc12)c1cccs1 | -11% | -8 | 16% | 2% | 0% | 0% | 3% | -21
O=[N+]([O-])c1cc(Oc2cccnc2)cc([N+](=O)[O-])c1 | -9% | 1 | ? | 17% | 2% | -11% | -9% | 23
Cc1snc(SCC(=O)c2ccc(F)cc2)c1C#N | -16% | 6 | ? | -3% | 22% | -11% | 16% | 1
COC(=O)C1=C(C(=O)OC)[C@@H]2N(C)c3ccc(OC)cc3[C@@]23C[C@@H](C(=O)OC)N(C(=O)c2cccs2)C3=N1 | 3% | 5 | 10% | 5% | 1% | -9% | 12% | 23
CCOC(=O)N1CCN(C(=O)CSCC(=O)Nc2nc(-c3ccc4c(c3)OCO4)cs2)CC1 | 18% | 0 | 14% | 9% | 2% | -6% | 2% | 56
COc1ccc(-c2coc3c2c(C)cc2oc(=O)cc(C)c23)cc1 | -15% | 10 | 19% | -5% | . | . | . | .
COc1ccc(CNC(=O)C(CCSC)NS(=O)(=O)c2ccccc2F)cc1 (stereo unspecified) | 19% | 13 | -9%[0.397 µM] | -17% | 3% | 1% | 4% | 22
COc1cc(N=Nc2c(C)n(C)n(-c3ccccc3)c2=O)ccc1N | 16% | -2 | 9% | -8% | -2% | -1% | -2% | 10
CCN(C(=O)COC(=O)c1cc(-c2ccc(C)o2)nc2ccccc12)C1CCS(=O)(=O)C1 (stereo unspecified) | 21% | 3 | 16% | 11% | 2% | -8% | 2% | 1
CC(C)CN1CCC(=O)NC1=S | 17% | -9 | -31%[inhibitor] | -6% | 0% | 5% | 6% | -5
NC(=S)Nc1ccc(F)cc1F | 15% | -9 | -19% | -19% | 2% | 21% | 1% | -21
CC1CCC(NC(=O)c2ccc3c(c2)N(Cc2ccccc2F)C(=O)c2ccccc2S3=O)CC1 (stereo unspecified) | ? | -2 | 10% | 10% | . | . | . | .
COc1ccc(NC(=O)CN(C)CC(=O)NCC(=O)Nc2ccc(F)cc2)cc1 | -7% | 1 | 9% | -1% | 14% | 14% | 1% | 21

By substructure, those above with a cyano group (4)
SMILES | FUS yeast rescue | D3 ag | TDP43 rescue | Abeta yeast res | aSyn rescue | EPAC2 antag | EPAC2 agonist | D3 antag
COc1ccc(NC(=O)/C(C#N)=C/c2ccc(Br)o2)cc1 | 30% | 2 | -18% | 0% | -9% | 10% | -6% | 25
COc1ccc(Nc2oc(-c3ccc(COc4ccccc4C)o3)nc2C#N)cc1 | 29% | 11 | 14% | 6% | . | . | . | .
N#Cc1c(-c2ccco2)cc(-c2ccccn2)nc1N | -12% | -3 | ? | -8%[9.22 µM] | 0% | 3% | 9% | ?
Cc1snc(SCC(=O)c2ccc(F)cc2)c1C#N | -16% | 6 | ? | -3% | 22% | -11% | 16% | 1

Other compounds.
SMILES | FUS yeast rescue | D3 ag | TDP43 rescue | Abeta yeast res | aSyn rescue | EPAC2 antag | EPAC2 agonist | D3 antag
COC(=O)CN1C(=O)N/C(=C/c2cc(Cl)c(OC)c(OC)c2)C1=O | 11% | -3 | 2% | 13% | -3% | 2% | -2% | -3
Cc1cccc(OCC(=O)N/N=C\c2cccn2C)c1C | 41% | 5 | -14% | -7% | 0% | -7% | -2% | 4
O=[N+]([O-])c1c(NCCCO)cc(Sc2ccc(Cl)cc2)c2nonc12 | . | -65 | 1% | 0% | 8% | 3% | 3% | -113*
CCCN(CCC)c1cc(Cl)nc(N)n1 | -15% | 15 | 12% | 6% | 3% | -9% | 13% | -1
O=C(O)C1CCCN1S(=O)(=O)c1ccc(Br)cc1 (stereo unspecified) | -17% | -9 | -7% | -19% | 1% | 4% | 9% | 8
Clc1ccc2oc(-c3ccccn3)nc2c1 | -13% | 0 | 15% | -16% | -16% | 0% | 2% | 35
CNC(=S)N(Cc1ccco1)Cc1cc2cc(OC)c(OC)cc2[nH]c1=O | 13% | -4 | -25% | -32% | -2% | -7% | 17% | 5
CC(C)(C)OC(=O)N1CCCN(C(c2ccnc3ccccc23)c2nnnn2-c2ccc3c(c2)OCCO3)CC1 (stereo unspecified) | ? | -7 | 10% | -15% | -4% | 5% | 15% | 0
CCc1cc(=O)oc2c3c(cc(OCC(=O)NCCCOC)c12)OC(C)(C)CC3 | 11% | 2 | -2% | -9% | 0% | 4% | 0% | -2
Clc1ccc(-c2cc(CN3CCOCC3)no2)cc1 | -2% | 7 | -3% | -13% | -1% | 9% | 8% | -16
CCN(CC)C(=O)Cn1cnc2c1c(=O)n(C)c(=O)n2C | -6% | 4 | 3% | -1% | -5% | -3%[57.1 µM] | 3% | -6
O=C(N/N=C/c1cccnc1)c1ccc(Cn2cc([N+](=O)[O-])cn2)o1 | 13% | -5 | -15%[0.397 µM] | -1% | -3% | -14% | 1% | 11
C#CCn1ccc(O)c(Cc2ccccc2)c1=O | 2% | 5 | 6% | 1% | 0% | 6% | -2% | 6
Cc1ccc(S(=O)(=O)N2CCOCC2)cc1NC(=O)COC(=O)c1cccnc1Cl | -6% | 11 | 17% | 3% | 7% | -4% | -1% | -2
CCOc1ccc(C2=NC(c3cccs3)=Nc3ccc(C(C)C)cc3N2)cc1 | ? | -3 | 0%[9.22 µM] | 3% | . | . | . | .
CN(C)/C=C/c1c(C#N)c(=O)ncn1Cc1ccccc1 | -1% | 0 | 4% | 3% | . | 6% | -4% | 22

The list is partial; count on the stated rates, not on these rows.
